# Bioassay records: PubChem BioAssay, The Scripps Research Institute Molecular Screening Center
# DDE Tn6 FP inh: DD(E)-Tn6 binding inhibition, primary FP screen | inhibition, % at 8.3 µM | 370,000 tested, 0.21% active | Fibrin DD(E) TRITC-Tn6 fluorescence polarization displacement | AID 720509 | P02675;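 active = inhibition above a per-campaign cutoff: mean of compounds within control limits plus 3 SD, cut at about 15% in these data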;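 also: 0% = median of all compound wells on the plate and 100% = blocking peptide control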
# LEDGF integ inh: blocks HIV-1 LEDGF/p75-dependent DNA integration; inhibition, % at 3.7 µM; TR-FRET IN-LEDGF/p75 DNA integration, Eu/Cy5; 370,000 tested, 0.64% active;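 active = inhibition above the screen-wide mean plus 3 SD, cut at about 13% in these data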;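 also: signal is the Cy5 over europium emission ratio at 671 and 618 nm; 0% = plate median of compound wells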
# MBD2 DNA inh: blocks human MBD2 binding to methylated DNA; Q9UBB5; TR-FRET, MBD2 binding to methylated oligonucleotide; inhibition, % at 4.4 µM; 370,000 tested, 0.31% active; AID 686964; in the data active = inhibition above about 13%
# TCR-CD3 inh: human TCR-CD3 binding inhibition; TAMRA-labeled TCR probe fluorescence, biochemical; inhibition, % at 9.4 µM; 360,000 tested, 0.37% active; AID 651800; in the data active = inhibition above about 19%;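 also: recombinant mutant TCR 2C K166C tagged with TAMRA read by polarization; 0% = receptor in buffer alone and 100% = receptor with positive control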
# DDE Tn7 FP inh: inhibitors of Tn7 peptide binding to human fibrin DD(E). FP displacement of FITC-Tn7 peptide from fibrin DD(E); 0% = median of compound wells per plate. AID 720508. inhibition, % at 8.3 µM. P02675. 370,000 tested, 0.13% active;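 active = inhibition above the mean of compounds falling within the control limits plus 3 SD of them, cut at about 14% in these data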;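 also: 0% = plate median of compound wells and 100% = 10 µM Aha-Tn7 peptide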
#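 system = human fibrin DD(E) protein | quantity = DD(E) 2 µM final | medium = Tris/NaCl/CaCl2 buffer, pH 7.8 | also added = labelled Tn7 tracer, 0.1 µM | compound dosing = single point at 8.3 µM | timing = compound with protein 10 min, then 3 h after probe, room temperature | signal = FP measurement | benchmarks = Aha-Tn7 high control | repeats = one replicate per compound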
# TDP2 absorb: blocks human TDP2 phosphodiesterase activity | AID 720702 | 370,000 tested, 0.34% active | O95551 | recombinant TDP2, T5PNP hydrolysis, p-nitrophenol absorbance 415 nm | inhibition, % at 12.8 µM;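 active = inhibition above the mean of all tested compounds plus 3 SD, set per campaign, cut at about 25% in these data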;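 also: 0% = DMSO with enzyme and 100% = buffer with substrate but no TDP2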
# Target sequence (O95551 whole entry, looked up): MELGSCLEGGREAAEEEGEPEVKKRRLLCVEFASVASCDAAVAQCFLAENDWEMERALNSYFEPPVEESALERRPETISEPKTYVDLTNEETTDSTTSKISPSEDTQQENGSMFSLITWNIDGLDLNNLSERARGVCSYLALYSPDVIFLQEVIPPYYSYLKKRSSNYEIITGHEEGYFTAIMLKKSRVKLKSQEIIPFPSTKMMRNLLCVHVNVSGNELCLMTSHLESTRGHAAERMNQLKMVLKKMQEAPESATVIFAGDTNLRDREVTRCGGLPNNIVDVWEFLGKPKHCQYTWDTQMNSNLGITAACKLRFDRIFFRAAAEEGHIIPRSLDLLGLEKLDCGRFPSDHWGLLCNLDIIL
#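 Test system: Human TDP2 enzyme | Reagent: 5 mM T5PNP | Compound dosing: 12.8 µM single point, 1% DMSO | Incubation: Enzyme reaction with compound for 2 h at 37 °C | Technique: p-Nitrophenol epi absorbance | Read-out: % inhibition relative to enzyme-containing and enzyme-free wells | Benchmarks: High control without enzyme, low control DMSO plus TDP2 | Replicates: Singlicate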
# UHRF1 binding: UHRF1 methyl-DNA binding inhibition. UHRF1 binding to methylated oligo, TR-FRET. inhibition, % at 4.4 µM. 370,000 tested, 0.75% active; in the data active = inhibition above about 21%;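 also: UHRF1 SRA domain binding a hemimethylated CpG hairpin DNA probe; 0% = median of test compound wells and 100% = reference inhibitor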
# SIAE inh: human SIAE inhibition, primary screen. inhibition, % at 9.66 µM. SIAE FP-Rh probe binding, fluorescence polarization. AID 1053197. 370,000 tested, 0.69% active;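 active = inhibition above a cutoff: mean of compounds within the control limits plus 3 SD of those, cut at about 17% in these data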;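 also: 0% = plate median of compound wells and 100% = probe without SIAE protein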
# Target sequence (Q9HAT2 whole entry, looked up): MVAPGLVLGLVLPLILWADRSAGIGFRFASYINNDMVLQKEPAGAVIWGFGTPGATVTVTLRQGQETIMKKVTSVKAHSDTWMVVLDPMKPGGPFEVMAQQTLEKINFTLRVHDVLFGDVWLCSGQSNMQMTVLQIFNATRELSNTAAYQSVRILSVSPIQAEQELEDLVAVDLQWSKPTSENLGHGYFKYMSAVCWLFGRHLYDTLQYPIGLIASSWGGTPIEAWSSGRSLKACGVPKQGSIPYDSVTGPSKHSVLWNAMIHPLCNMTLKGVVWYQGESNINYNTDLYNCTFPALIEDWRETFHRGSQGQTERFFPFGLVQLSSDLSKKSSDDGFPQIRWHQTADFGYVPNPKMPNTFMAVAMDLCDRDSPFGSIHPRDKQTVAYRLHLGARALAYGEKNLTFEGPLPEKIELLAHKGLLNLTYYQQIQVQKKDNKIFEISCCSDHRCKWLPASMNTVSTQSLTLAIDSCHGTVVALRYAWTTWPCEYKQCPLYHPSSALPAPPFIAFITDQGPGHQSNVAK
# PRMT1 inh: PRMT1 (human) inhibition, primary screen | Q99873 | recombinant PRMT1, activity-based probe fluorescence polarization | inhibition, % at 2.79 µM | 370,000 tested, 1.3% active;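 active = inhibition above about 21% made by adding two undisclosed values, limit read from the data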
# proKLK7 act: activates the human kallikrein-7 zymogen; activation, % at 7 µM; P49862; 370,000 tested, 0.9% active; AID 652039; purified proKLK7, EDANS-DABCYL substrate fluorescence; 100% is mature enzyme control, 0% vehicle;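 active = activation above the mean of all tested compounds plus 3 SD, computed per campaign excluding outliers beyond control limits, cut at about 13% in these data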
# * = called active by the depositor; . = not tested or not shown.
SMILES,DDE Tn6 FP inh,LEDGF integ inh,MBD2 DNA inh,TCR-CD3 inh,DDE Tn7 FP inh,TDP2 absorb,UHRF1 binding,SIAE inh,PRMT1 inh,proKLK7 act
O=S(=O)(c1ccc(F)c(F)c1)N1CCN(CCc2ccccc2)CC1,-1,-2,5,-7,5,-11,2,1,4,0.2
O=c1cc(O)c2ccccc2[nH]1,1,0,-2,8,-4,-4,1,-1,-3,-1.5
COc1ccc(C2CC(=O)C3=C(C2)Nc2ccccc2N(C(=O)CCC(=O)O)C3c2ccc(F)cc2)cc1 (configuration not stated),-5,-7,6,-8,1,-20,7,-3,8,0.6
O=C(Nc1ccccn1)N1CCOCC1,6,-1,2,6,4,0,1,3,-1,0.6
CC(C)(C)N(Cc1ccccc1)C(=O)COC(=O)/C=C/c1ccc2c(c1)OCO2,7,-3,0,2,7,-4,-1,1,-1,0.2
O=C(c1ccco1)N1CCC(c2ccccc2)C1 (configuration not stated),1,-4,2,-3,3,2,2,11,1,0.1
O=C(COc1ccccc1O)N1CCN(C(=O)c2ccco2)CC1,0,1,-3,7,2,6,2,3,0,-0.4
CCOC(=O)CNC(=O)Cn1cnc2c(cnn2-c2ccc(C)cc2)c1=O,1,-8,2,-5,3,-13,1,-3,76*,2.7
CC(=O)n1cc([C@@H]2C=C(C(=O)O)O[C@H](OCc3ccc(CO)cc3)C2)c2ccccc21,-8,1,-2,-1,-3,-3,0,14,2,0.5
Cc1cc(=O)[nH]c(N/N=C/c2ccc(-c3ccc([N+](=O)[O-])cc3)o2)n1,2,-1,-3,2,3,-17,1,3,3,-0.4
N#CCCNc1ccc(OCCC#N)cc1,-1,2,3,-10,-8,2,4,4,2,-0.5
COC(=O)c1sccc1N/N=C/c1cccc(OC)c1O,8,-2,5,6,6,2,-4,8,-3,-3.0
O=C1SCCC1NS(=O)(=O)c1ccccc1[N+](=O)[O-] (configuration not stated),2,2,0,-1,-3,-10,4,-2,14,-0.7
C[C@@H]1C=C(C(=O)NCc2nc3ccccc3[nH]2)O[C@H](OCc2ccc(CO)cc2)C1,2,-1,0,3,1,-3,4,-2,1,-0.8
O=S1(=O)c2c(NCc3ccco3)cccc2Oc2ccccc2CN1Cc1cn(Cc2ccc(Cl)cc2)nn1,5,-1,0,.,7,0,3,-6,6,-7.8
CCCCCCn1c(SCCOC)nc2c1c(=O)[nH]c(=O)n2C,2,-2,2,-3,0,0,3,-5,1,0.4
COc1cc(OC)cc(-c2c(C#Cc3ccsc3)c3cc(-c4cccc5[nH]ccc45)ccc3n2C)c1,-5,2,4,2,-9,-14,2,-7,1,-2.5
CCOc1ccccc1OCCCC(=O)N(CC)CC(=O)Nc1ccc(NC(C)=O)cc1,5,-4,-1,-3,4,-7,5,8,-1,-0.1
CCc1noc(C)c1C(=O)OCC(=O)c1ccc(NC(=O)CC(C)C)cc1,5,-1,8,-1,2,-8,10,-2,4,0.1
CCCN(CCO)CCCc1ccccc1,0,89*,1,1,-3,3,-1,15,0,0.0
CCCOc1ccc(CCc2n[nH]c(=S)n2Cc2ccccc2)cc1,-1,2,1,-1,-1,-3,-2,0,7,0.0
O=C1CSc2ccc(S(=O)(=O)NCc3ccccc3)cc2N1,2,-2,4,6,-5,0,3,0,5,-0.1
CN(C)c1ccc(C(=O)Nc2ccc(S(=O)(=O)NC3=NCCCCC3)cc2)cc1,6,-3,-1,6,2,10,1,8,-1,1.5
COc1ccc(NC(=O)COC(=O)c2ccc(-n3cnnn3)cc2)c([N+](=O)[O-])c1,-1,-5,-3,0,-6,-8,4,8,2,-0.9
c1cc2c(cc1C1=Nn3c(nnc3C3CCCCC3)SC1)OCO2,5,-3,2,-6,-4,-3,2,-1,3,0.1
CCOC(=O)[C@]12CCCC=C1N(Cc1ccco1)C(=O)[C@H](CC(=O)NCCCCc1ccccc1)C2,15,-5,1,6,0,-2,5,-4,2,0.2
O=C(Cn1cc(C(=O)C(F)(F)F)c2cc(Br)ccc21)N1CCOCC1,2,0,-7,1,5,4,-1,0,-1,-0.3
O=C(/C=C/[C@H]1O[C@@H](n2ccc(=O)[nH]c2=O)[C@H](O)[C@@H]1O)NC1CCN(Cc2ccccc2)C1 (some centres not stated),8,2,-2,11,-3,6,-1,-2,1,0.1
Cc1cc(C)c2[nH]c(=O)c(=O)[nH]c2c1,1,-3,2,-1,6,-4,-1,-6,-1,1.9
Cc1nc2sc3c(c2c(=O)[nH]1)CCC3,-13,3,-4,9,-8,5,-2,2,-3,0.3
Cc1ccc(F)c(S(=O)(=O)NC(=O)C2(C)CCN2C(=O)CCc2ccccc2)c1 (configuration not stated),5,3,3,0,0,-12,-1,0,-1,-0.2
CCn1c(=N)n(CC(=O)C23CC4CC(CC(C4)C2)C3)c2ccccc21,4,2,0,0,7,3,0,2,1,-0.1
CC1(C(=O)O)Cc2ccccc2C(=O)O1 (configuration not stated),-3,1,3,-1,0,10,1,6,0,-0.5
Cc1ccc(S(=O)(=O)N2CCN(C(=O)COC(=O)CCOc3cc(C)ccc3C)CC2)cc1,2,-1,-1,-4,-3,-8,1,-1,4,0.0
COc1ccc(OC)c(-c2cc(C(=O)Nc3cc(C)n(Cc4ccc(Cl)cc4)n3)no2)c1,-1,6,-8,2,-3,-4,1,-2,-4,0.1
CC(=O)NNc1cc(=O)c2c(=O)n(C)c(=O)n(C)c2[nH]1,11,-2,-1,2,2,3,1,3,3,0.1
O=C(O)c1ccccc1SCc1ccc2c(c1)OCO2,1,2,0,4,-3,-10,-1,-6,-4,0.3
Cc1ccc(NC(=O)c2cccs2)cc1,3,2,0,6,-8,12,-2,0,-1,0.1
N#CC1=C(N)Oc2n[nH]c(-c3cccs3)c2C1c1ccccc1C(=O)O (configuration not stated),-8,0,-6,9,-8,17,-10,5,7,0.7
O=C(Nc1cnccn1)c1cccnc1,-4,4,1,7,0,0,-2,-2,2,0.4
CN(CC(=O)Nc1cccc(F)c1)C(=O)c1cc(-c2ccco2)nc2ccccc12,-1,6,10,11,-3,9,18,15,15,-13
CCc1ccc(-c2cc(C)no2)cc1S(=O)(=O)N1CCC(C)CC1,-1,1,-6,2,0,1,-2,-6,0,0.1
CCOC(=O)c1c(-c2ccc(F)cc2)cn2ccccc12,4,4,6,2,-3,-6,1,3,-1,-7.4
O=C(CC1OC(=O)c2ccccc21)Nc1ccc(Cl)c(S(=O)(=O)N2CCCCC2)c1 (configuration not stated),-3,0,4,2,0,18,-4,-3,1,0.4
CCOc1ccccc1NC(=O)CSc1nnc(CNC(=O)c2cccs2)o1,0,2,0,3,-1,-1,-1,-10,2,-0.1
CCC(C(=O)N1CCOCC1)n1c2ccccc2c2nc(=O)cc(C)n21 (configuration not stated),1,3,2,-5,5,-1,3,-1,-4,1.1
O=C(COc1ccc(F)c(Cl)c1)c1ccc[nH]1,-6,5,-3,0,3,2,-1,6,6,0.0
O=C(/C=C/c1cccc([N+](=O)[O-])c1)OCC1CCCO1 (configuration not stated),0,0,1,5,-2,-5,-1,5,3,0.2
Cc1ccc(C)c(OCc2nnc(SCC(=O)NC(=O)NCc3ccco3)o2)c1,-3,-4,4,3,-3,-2,0,-6,4,0.0
CC(C)(C)c1ccc(OCCCCCCN2CCNCC2)cc1,-1,3,-3,-7,0,-1,-2,9,0,0.2
O=C(c1cc(-c2cccs2)nc2ccccc12)N1CCN(S(=O)(=O)c2ccccc2)CC1,9,-3,-3,-1,0,2,2,-9,2,-35
CC1CCCN(c2c([N+](=O)[O-])cc(C(=O)O)cc2[N+](=O)[O-])C1 (configuration not stated),5,-5,2,2,9,1,1,-3,6,-0.1
O=C(C(Cc1ccc(Cl)cc1)NS(=O)(=O)c1ccccc1)N1CC[C@@]2(O)CCCC[C@H]2C1 (some centres not stated),3,1,-1,-1,11,-1,2,0,-3,-0.6

# Twelve structures already listed, sorted by number of heavy atoms, descending:
SMILES,DDE Tn6 FP inh,LEDGF integ inh,MBD2 DNA inh,TCR-CD3 inh,DDE Tn7 FP inh,TDP2 absorb,UHRF1 binding,SIAE inh,PRMT1 inh,proKLK7 act
O=C(c1cc(-c2cccs2)nc2ccccc12)N1CCN(S(=O)(=O)c2ccccc2)CC1,9,-3,-3,-1,0,2,2,-9,2,-35
CN(CC(=O)Nc1cccc(F)c1)C(=O)c1cc(-c2ccco2)nc2ccccc12,-1,6,10,11,-3,9,18,15,15,-13
Cc1ccc(C)c(OCc2nnc(SCC(=O)NC(=O)NCc3ccco3)o2)c1,-3,-4,4,3,-3,-2,0,-6,4,0.0
CCOc1ccccc1NC(=O)CSc1nnc(CNC(=O)c2cccs2)o1,0,2,0,3,-1,-1,-1,-10,2,-0.1
CCC(C(=O)N1CCOCC1)n1c2ccccc2c2nc(=O)cc(C)n21 (configuration not stated),1,3,2,-5,5,-1,3,-1,-4,1.1
CCc1ccc(-c2cc(C)no2)cc1S(=O)(=O)N1CCC(C)CC1,-1,1,-6,2,0,1,-2,-6,0,0.1
CC(C)(C)c1ccc(OCCCCCCN2CCNCC2)cc1,-1,3,-3,-7,0,-1,-2,9,0,0.2
CC1CCCN(c2c([N+](=O)[O-])cc(C(=O)O)cc2[N+](=O)[O-])C1 (configuration not stated),5,-5,2,2,9,1,1,-3,6,-0.1
CCOC(=O)c1c(-c2ccc(F)cc2)cn2ccccc12,4,4,6,2,-3,-6,1,3,-1,-7.4
O=C(/C=C/c1cccc([N+](=O)[O-])c1)OCC1CCCO1 (configuration not stated),0,0,1,5,-2,-5,-1,5,3,0.2
O=C(COc1ccc(F)c(Cl)c1)c1ccc[nH]1,-6,5,-3,0,3,2,-1,6,6,0.0
Cc1ccc(NC(=O)c2cccs2)cc1,3,2,0,6,-8,12,-2,0,-1,0.1
